# TGFb SMAD3 inh: inhibitors of TGF-b signaling; hit rate 1.2% among 410,000; Potency, µM (titrated, usually from 46.1 µM), for inactives: at the highest dose activity, negative = inhibition, usual class: inhibitors; HepG2 CAGA-GFP TGF-b/SMAD3 reporter, GFP fluorescence, 18 h; TGF-beta stimulated, 500 pg/mL final; AID 588855; note: % is set by controls: 0 for no effect and ±100 for the full control effect; nearly all actives have a fitted effect of over 65% in size
#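 First, reporter cells (HEPG2 CAGA-GFP) rested 2 h at 37 degrees C. Next, compounds were pinned in and TGF-beta added to 500 pg/mL final. After 18 h, GFP was imaged per cell and summed per well.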
# MCF10A rerep: inducers of DNA re-replication in MCF 10A breast cells | hit rate 2.9% among 350,000 | MCF 10A DNA re-replication, Hoechst nuclear intensity, 48 h | Potency, µM (titrated, usually from 46.1 µM), for the others: at the top dose activity, positive = re-replication, most hits filed as activators | AID 624296; note: % of control where 0% means no effect; nearly all actives have a fitted effect of over 50% in size
# HepG2 tox: kills HepG2 cells in TGF-b inhibitor counter-screen | HepG2 CAGA-GFP viability, ATP luminescence, 18 h | Potency, µM (highest dose often 46.1 µM), inactives show top-dose activity change, negative = cytotoxicity, hits mostly cytotoxic | hit rate 0.76% among 410,000 | AID 588856; note: some results filed as inactive show a strong effect at the top dose
#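 CellTiter-Glo luminescence gave cytotoxicity after 18 hours at 37 degrees C. The cells were HepG2 CAGA-GFP in 1% FBS DMEM, stimulated with 500 pg/mL TGF-beta after compound addition. %Activity was normalised to no-cell wells (complete cell-killing) and DMSO (no toxicity), and curves were fitted and classified.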
# Nrf2 inh: Nrf2 pathway inhibition; A549 ARE-Fluc reporter, luciferase luminescence, 18-24 h; Potency, µM (top dose mostly 46 µM), for inactives: at the highest dose activity change, negative = inhibition, most hits filed as inhibitors; hit rate 2.1% among 360,000; AID 504444; note: % is set by controls: 0 for no effect and ±100 for the full control effect; nearly all actives have a fitted effect of over 60% in size
#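 Concentration-response testing used A549 ARE_Fluc cells at 5000 cells/well. Following an 18-24 h compound incubation, viability was read by fluorescence (Ex 405/Em 525) and luciferase output by luminescence.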
# ATXN2 expr inh: inhibitors of ATXN2 expression; HEK-293 ATXN2-luciferase reporter, luminescence, 24 h; Potency, µM (titrated, usually from 57 µM), for the others: top-dose activity change, negative = inhibition, usual class: inhibitors; AID 1745845; hit rate 0.72% among 360,000; note: % is set by controls: 0 for no effect and ±100 for the full control effect; nearly all actives have a fitted effect of over 55% in size
#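 ATXN2-luciferase reporter cells (luciferase flanked by upstream and downstream ATXN2 gene portions) were treated 24 h at 37 °C with compounds at up to 57 uM. SteadyGlo luminescence gave expression; GF-AFC fluorescence gave viability.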
# ATXN viability: reduces viability in counter-screen for ATXN expression inhibitors. S2 cells (HEK-293 line with an ATXN2-luciferase reporter) viability, CellTiter-Fluor protease fluorescence, 24 h. Potency, µM (highest dose often 56.7 µM), usual class: cytotoxic. hit rate 0.49% among 400,000. AID 651635; note: nearly all actives have a fitted effect of over 40% in size
# EPAC2 antag: antagonists of human EPAC2. EPAC2 GEF exchange of Rap1B-BODIPY-GDP, fluorescence. AID 720708. Potency, µM (highest dose often 114 µM), for the others: at the top dose activity, negative = inhibition, usual class: inhibitors. hit rate 0.18% among 360,000. Q8WZA2; note: % is set by controls: 0 for no effect and ±100 for the full control effect; nearly all actives have a fitted effect of over 45% in size; many of its hits are not listed in these tables
# Target sequence (Q8WZA2 whole entry, looked up): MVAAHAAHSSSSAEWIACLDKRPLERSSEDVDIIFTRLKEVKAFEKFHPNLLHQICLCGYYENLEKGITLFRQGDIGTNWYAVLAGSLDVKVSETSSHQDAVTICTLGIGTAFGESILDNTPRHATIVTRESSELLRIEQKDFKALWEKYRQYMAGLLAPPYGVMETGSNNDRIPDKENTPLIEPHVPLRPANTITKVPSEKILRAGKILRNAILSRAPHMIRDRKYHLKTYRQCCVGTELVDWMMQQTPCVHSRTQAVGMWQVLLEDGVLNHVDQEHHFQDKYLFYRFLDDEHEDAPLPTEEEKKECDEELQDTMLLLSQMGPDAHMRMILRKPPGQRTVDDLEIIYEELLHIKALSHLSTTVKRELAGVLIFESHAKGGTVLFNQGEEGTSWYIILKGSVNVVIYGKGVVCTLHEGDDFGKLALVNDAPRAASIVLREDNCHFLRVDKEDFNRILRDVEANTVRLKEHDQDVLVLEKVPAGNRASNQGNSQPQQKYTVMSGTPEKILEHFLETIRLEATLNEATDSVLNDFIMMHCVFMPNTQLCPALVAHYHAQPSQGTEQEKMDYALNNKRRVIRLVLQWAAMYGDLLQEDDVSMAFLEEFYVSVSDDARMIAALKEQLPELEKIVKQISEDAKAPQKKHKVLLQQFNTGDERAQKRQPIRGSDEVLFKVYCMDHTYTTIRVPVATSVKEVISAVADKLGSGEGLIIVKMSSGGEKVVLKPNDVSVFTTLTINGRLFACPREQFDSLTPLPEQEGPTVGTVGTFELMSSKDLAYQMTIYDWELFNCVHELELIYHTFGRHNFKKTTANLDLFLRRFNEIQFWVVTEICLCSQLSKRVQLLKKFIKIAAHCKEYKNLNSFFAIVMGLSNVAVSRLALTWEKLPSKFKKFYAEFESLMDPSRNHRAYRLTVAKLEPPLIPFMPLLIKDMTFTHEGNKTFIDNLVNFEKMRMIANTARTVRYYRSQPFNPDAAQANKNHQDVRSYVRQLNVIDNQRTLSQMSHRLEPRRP
# Nrf2 ARE act: activators of Nrf2 (ARE) signaling. AREc32 ARE-luciferase reporter (MCF7-derived line), luminescence, 24 h. Potency, µM (highest dose often 46.1 µM), for inactives: top-dose activation, hits mostly activators. hit rate 0.31% among 410,000; note: % of control where 0% means no effect; nearly all actives have a fitted effect of over 65% in size
#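 ARE activation measured as luciferase luminescence (Steady-Glo, 30 min RT) in AREc32_Fluc cells after 24 hr compound exposure at 37 deg C, 5% CO2; cells seeded overnight at 1000/well in OPTI-MEM, 5% FBS.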
# A549 tox: kills or reduces viability of A549 cells in Nrf2 counter-screen | A549 ARE-Fluc cells, CellTiter-Fluor viability, 18-24 h | Potency, µM (highest dose often 46 µM), without a hit: at the top dose activity change, negative = cytotoxicity, usual class: inhibitors | hit rate 0.16% among 390,000 | AID 504648; note: % is set by controls: 0 for no effect and ±100 for the full control effect
#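 A549 ARE_Fluc cells in 5% FBS OPTI-MEM were exposed to compounds in concentration-response for 18-24 h at 37 deg C. Viability was read by CellTiter-Fluor fluorescence (Ex 405/Em 525) after 30 min, before the luciferase read.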
# Starred values were filed as active, the others as inactive; i = inactive; u = inconclusive; x = not tested or not shown; & = joins results of further samples; [ ] = dose if it differs, or a comment. Calls come from the whole dose curve; as a rule, active = well fitted curve in the direction sought with a large enough effect; inconclusive = small, poorly fitted or top-dose-only effect, or another doubt; inactive = no such curve, though single readings can be large; an effect the other way counts as inactive or inconclusive. Potency is the fitted concentration of half-maximal effect. Some of the compounds tested, so the mix of outcomes need not match the whole.
SMILES,TGFb SMAD3 inh,MCF10A rerep,HepG2 tox,Nrf2 inh,ATXN2 expr inh,ATXN viability,EPAC2 antag,Nrf2 ARE act,A549 tox
COc1cccc2c1C(=O)CC1C2CCC2CC(=O)CCC21C (configuration not stated),-2%,9%,-12%,u,3%,i,3%,-0.4%,-16%
O=C(NCCOc1ccccc1)c1cccc(S(=O)(=O)NCc2ccccc2)c1,-11%,u,-5%,-12%,-5%,i,-3%,0.4%,-6%
COc1ccc(CN(C)C(=O)COC(=O)c2ccc(-c3ccccc3)cc2)c(OC)c1OC,-3%,6%,-4%,15%,-3%,u,-14%,0.2%,-4%
O=C1/C(=N\S(=O)(=O)c2cccs2)C([n+]2cccc(Cc3ccccc3)c2)=C([O-])c2ccccc21,u,0%,2.8µM*,u,u,u,-10%,-1.3%,u
Cc1ccc2c(c1)CC1(CN2C)C(=O)OC2(CCCCC2)OC1=O,0%&-9%,0%,5%&-2%,-3%&-16%,-5%,u,4%,-0.4%,-2%&-1%
C=CCNC(=O)Nc1ccc(F)c(Cl)c1,-3%,-1%,0%,-2%,x,i,-6%[57.1 µM],-1.2%,9%
CC(=O)c1c(C)[nH]c(C(=O)CSc2nc3ccccc3c(=O)n2CCCO)c1C,13%,-2%,4%,u,-2%[11.3 µM],i,5%,4.2%,-14%
COc1ccc(NC(=O)Nc2nc(C(N)Cc3ccc(C(F)(F)F)cc3)cs2)cc1 (configuration not stated),11µM*,x,10µM*,x,u,i,-7%,-4.1%,x
COc1cc(CCC(=O)OCC(N)=O)cc(OC)c1OC,-4%,0%,-1%,0%,-6%,i,-6%,0.5%,3%
CCOCCCNC(=O)C(c1ccc(C)cc1)N(Cc1ccc2c(c1)OCO2)C(=O)c1ccc(NC(C)=O)cc1 (configuration not stated),18%,x,2%,12%[9.27 µM],-7%,i,x,0.3%,-13%
CN1C[C@@H]2[C@@H]3C(=O)N(Cc4ccccc4)C(=O)[C@@H]3[C@](Cc3ccccc3)(C1=O)N2C(=O)c1ccc(Cl)cc1,-15%,3%,-8%,-10%,-5%,i,-1%,2.8%,-2%
Cc1ccc(NC(=S)Nc2ccc3cn[nH]c3c2)c(C)c1,-9%,1%,10%,u,-9%,i,16%,-0.5%,-8%
CCNC(=S)N(CCc1c(C)[nH]c2ccc(OC)cc12)Cc1cccnc1,-2%,10%,-6%,-4%,-21%,i,-2%,-0.4%,4%
CSc1ncc(C(=O)N2CCN(c3cc(C)ccc3C)CC2)c(C)n1,-2%,x,6%,-5%,-8%,i,x,-1.4%,5%
COc1ccc(-c2cc3ccc(O)c(CN4CCCC4)c3oc2=O)cc1,28%,x,-6%,x,x,x,x,12%,u
O=C1c2ccccc2-c2onc3ccc(NCc4ccco4)c1c23,-20%,-3%,0%,-28%,u,14µM*,252%[activator],u,u
COc1cccc(CNS(=O)(=O)c2cc3c(cc2C)n(C)c(=O)c(=O)n3C)c1,19%&12%,-1%,8%&4%,-12%&8%,-5%&11%,i,-18%,-0.1%&-0.5%,0%&9%
CCOC(=O)c1ccc(N2C(=O)c3n[nH]c(C)c3C2c2ccc(C(C)C)cc2)cc1 (configuration not stated),u,x,-1%,9%,-12%,i,x,0.2%,-1%
CC(c1ccccc1)C(CC(=O)O)C(=O)NC1CCCCC1 (configuration not stated),8%,-6%,6%,3%,2%,i,-11%,-0.1%,-3%
Cn1c(CSc2nc3ccccc3s2)nnc1SCC(=O)NCCN1CCOCC1,-4%,23%,-31%,u,5%,i,-3%,2.4%,1%
CN(C)C(CNC(=O)c1ccc([N+](=O)[O-])cc1Cl)c1ccco1 (configuration not stated),7%,5%,-25%,2%,17%,i,5%,5.5%,2%
Cc1nc(NC(=O)CSc2ccc(-c3nc4ccccc4[nH]3)cn2)sc1C,u,18µM*,-55%,-14%,-14%,i,-4%,2.3%,-9%
COc1ccc(N2CCN(C3CCCN(C(=O)c4cccc(C)n4)C3)CC2)cc1 (configuration not stated),17%,-1%,13%,0%,-5%,i,20%,0.8%,0%
O=C(COc1ccc(F)cc1)NNC(=O)Cn1ccc(C(F)(F)F)n1,0%,-1%,10%,10%,2%,i,8%,8.0%,-3%
Oc1csc(Cc2nc(-c3ccc(Br)cc3)cs2)n1,6%,u,-4%,20%,47%[activator],i,7%,12%,-7%
CS(=O)(=O)c1ccc2nc(NC(=O)Nc3cccc(Cl)c3)sc2c1,2.2µM*,u,-39%,u,-16%,u,15%,2.9%,u
COc1ccc(C[C@@H]2OC3(C=CC(=O)C=C3)O[C@H]2Cc2ccc(OC)cc2)cc1,2.8µM*,0.73µM*,11µM*,u,u,x,2%,-3.5%,u
CC1CCC(NC(=O)COC(=O)c2ccc3ncsc3c2)CC1 (configuration not stated),-3%,-5%,15%,11%,3%,i,4%,-0.6%,-1%
COC(=O)C1C(=O)c2c([nH]c(C(=O)OCCOC(C)C)c2C)CC1C (configuration not stated),-6%,-5%,3%,x,60%[activator],i,7%,4.9%,0%
O=C(O)c1cccc(Nc2nc(N3CCOCC3)nc(N3CCOCC3)n2)c1,1%,-4%,-4%,9%,-12%,i,7%,-0.1%,-12%

# Pulled by structure from the entries so far (two):
SMILES,TGFb SMAD3 inh,MCF10A rerep,HepG2 tox,Nrf2 inh,ATXN2 expr inh,ATXN viability,EPAC2 antag,Nrf2 ARE act,A549 tox
CS(=O)(=O)c1ccc2nc(NC(=O)Nc3cccc(Cl)c3)sc2c1,2.2µM*,u,-39%,u,-16%,u,15%,2.9%,u
COc1ccc(NC(=O)Nc2nc(C(N)Cc3ccc(C(F)(F)F)cc3)cs2)cc1 (configuration not stated),11µM*,x,10µM*,x,u,i,-7%,-4.1%,x

# Additional records:
SMILES,TGFb SMAD3 inh,MCF10A rerep,HepG2 tox,Nrf2 inh,ATXN2 expr inh,ATXN viability,EPAC2 antag,Nrf2 ARE act,A549 tox
Cc1cccc(CNC(=O)c2ccc(Cn3c(=O)c4cccn4c4cccnc43)cc2)c1,-37%,x,-22%,-6%,x,x,x,-0.6%,-1%
CCCCN1C(=O)NC(c2cccc([N+](=O)[O-])c2)C(C(=O)OCC)=C1C (configuration not stated),-16%,9%,-19%,7%,-16%,i,4%,0.3%,15%
COc1ccc(-c2ccc3nccn3c2)cc1,1%,x,-10%,x,13%,i,-6%,2.4%,x
CC1(C)C(=O)N(c2ccccc2F)C(=O)c2ccccc21,4%,6%,0%,11%,3%,i,-6%,-0.1%,1%
CCc1ccc(C#CC2=CC(=O)CC(C)(C)C2)cc1,-18%,x,-32%,x,2%,i,-11%,u,x
CCCOc1cccc(C(=O)N(Cc2ccc(C)o2)C2CCS(=O)(=O)C2)c1 (configuration not stated),x,x,-22%,1%,x,x,x,0.2%,4%
CC1S/C(=N/N=C2CCC(C(C)(C)C)CC2)NC1=O (configuration not stated),u,-1%,-38%,2%,5%,i,-12%,2.4%,1%
Clc1ccc2c(c1)C1OCCC1C(c1ccco1)N2 (configuration not stated),3%,u,-29%,4%,48%[activator],u,5%,5.6µM*,-14%
COc1ccc(CNC(=O)c2ccc3c(c2)N(Cc2ccccc2)C(=O)c2ccccc2S3=O)cc1 (configuration not stated),1%,x,-5%,u,-5%,i,x,-0.4%,-12%
CC(C)CNC(=O)NC(=O)COC(=O)COc1ccc(Cl)cc1Cl,u,0%,-51%,-10%,-18%,i,-19%,3.1%,2%
COc1ccc(OC)c(NC(=O)CCNS(=O)(=O)c2cccs2)c1,-2%,3%,3%,24%,8%,i,14%,-0.8%,0%
CC(C)(C)n1ncc2c(=O)n(Cc3ccc(Cl)cc3)cnc21,-24%&-1%,-15%,-12%&-1%,u,-39%,i,-9%,-0.8%,5%
O=[N+]([O-])c1cccc(CNC2CCCCCC2)c1,0%,0%,1%,u,-23%,u,9%,-0.5%,-9%

# In the list so far, six contain two or more sulfur atoms.
SMILES,TGFb SMAD3 inh,MCF10A rerep,HepG2 tox,Nrf2 inh,ATXN2 expr inh,ATXN viability,EPAC2 antag,Nrf2 ARE act,A549 tox
O=C1/C(=N\S(=O)(=O)c2cccs2)C([n+]2cccc(Cc3ccccc3)c2)=C([O-])c2ccccc21,u,0%,2.8µM*,u,u,u,-10%,-1.3%,u
Cn1c(CSc2nc3ccccc3s2)nnc1SCC(=O)NCCN1CCOCC1,-4%,23%,-31%,u,5%,i,-3%,2.4%,1%
Cc1nc(NC(=O)CSc2ccc(-c3nc4ccccc4[nH]3)cn2)sc1C,u,18µM*,-55%,-14%,-14%,i,-4%,2.3%,-9%
Oc1csc(Cc2nc(-c3ccc(Br)cc3)cs2)n1,6%,u,-4%,20%,47%[activator],i,7%,12%,-7%
CS(=O)(=O)c1ccc2nc(NC(=O)Nc3cccc(Cl)c3)sc2c1,2.2µM*,u,-39%,u,-16%,u,15%,2.9%,u
COc1ccc(OC)c(NC(=O)CCNS(=O)(=O)c2cccs2)c1,-2%,3%,3%,24%,8%,i,14%,-0.8%,0%

# Source: PubChem BioAssay
